Assay outcomes (PubChem)
POLB inh: qHTS Assay for Inhibitors of DNA Polymerase Beta; P06746; Pol beta primer extension/strand displacement, fluorescence kinetic; Potency, µM (titrated, usually from 114 µM), for the others: at the top dose activity change, negative = inhibition, hits mostly inhibitors; actives 1.3% (n = 340,000); also: potency is read from the fitted curve at half-maximal effect; % is scaled to controls: 0 for no effect and ±100 for the full control effect
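Reaction started by 50 nM substrate onto compound-treated Pol beta (10 nM, 15 min preincubation, room temperature); plates read at 0 min and 10 min. Normalized concentration-effect data fitted by four-parameter Hill equation.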
Apoferritin bind: qHTS Assay for Identification of Novel General Anesthetics; Ferritin light chain (Equus caballus), P02791; actives 0.074% (n = 350,000); apoferritin/1-aminoanthracene competitive binding, fluorescence; AID 485281, 2010; Potency, µM (doses to about 77.5 µM), for the others: top-dose activity change, negative = displacement, hits mostly inhibitors; also: potency is read from the fitted curve at half-maximal effect; % is scaled to controls: 0 for no effect and ±100 for the full control effect; nearly all actives have a fitted effect of over 20% in size
Target sequence (P02791 2-175 limits assumed): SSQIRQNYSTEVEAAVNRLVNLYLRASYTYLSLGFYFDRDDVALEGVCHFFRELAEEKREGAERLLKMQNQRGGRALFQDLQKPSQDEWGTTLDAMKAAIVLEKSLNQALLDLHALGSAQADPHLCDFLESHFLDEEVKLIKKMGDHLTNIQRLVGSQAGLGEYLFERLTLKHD
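Horse-spleen apoferritin (10 uM) in 50% saturated 1-aminoanthracene in PBS was incubated 10 min at room temperature with compound. Fluorescence (ex 380, em 535 nm) was normalized to free and bound 1-AMA, with concentration-response fitted by a four-parameter Hill equation.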
APE1 inh: qHTS Assay for Inhibitors of the Human Apurinic/apyrimidinic Endonuclease 1 (APE1) | recombinant APE1, TAMRA/BHQ-2 abasic DNA cleavage fluorescence | Potency, µM (titrated, usually from 65.8 µM), without a hit: top-dose activity change, negative = inhibition, hits mostly inhibitors | actives 0.35% (n = 350,000) | AID 2517, 2012;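 also: potency is read from the fitted curve at half-maximal effect; plate controls were vehicle for no effect and reference inhibitor for full effect; nearly all actives have a fitted effect of over 55% in size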
Target sequence (P27695 whole entry, looked up): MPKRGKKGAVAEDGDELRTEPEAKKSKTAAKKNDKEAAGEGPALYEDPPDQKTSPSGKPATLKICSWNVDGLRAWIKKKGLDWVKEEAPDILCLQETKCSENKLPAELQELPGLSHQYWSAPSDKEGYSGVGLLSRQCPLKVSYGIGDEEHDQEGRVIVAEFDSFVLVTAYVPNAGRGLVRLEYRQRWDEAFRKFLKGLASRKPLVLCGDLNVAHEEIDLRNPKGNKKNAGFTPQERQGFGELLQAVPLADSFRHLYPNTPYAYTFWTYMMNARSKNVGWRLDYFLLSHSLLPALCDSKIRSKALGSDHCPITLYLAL
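Enzyme (0.75 nM final) and test compound are incubated 15 min at room temperature before adding 50 nM quenched THF abasic-site duplex. Cleavage dequenches TAMRA, followed at 525/598 nm over three reads one minute apart.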
ALOX12 inh: Primary qHTS assay for inhibitors of human arachidonate 12S-lipoxygenase (ALOX12): Round 2; Polyunsaturated fatty acid lipoxygenase ALOX12 (Homo sapiens), P18054; purified 12hLO, xylenol orange hydroperoxide absorbance; Potency, µM (highest dose often 108 µM), for the others: at the highest dose activity change, negative = inhibition, hits mostly inhibitors; actives 1.1% (n = 580,000); AID 1671190, 2021; also: potency is read from the fitted curve at half-maximal effect; % is scaled to controls: 0 for no effect and ±100 for the full control effect
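Purified human 12hLO at 150 nM in 25 mM Hepes, 0.01% Triton X-100, pH 7.0, preincubated 15 min at room temperature with compound. Reaction started with 40 uM arachidonic acid, 30 min at room temperature. Hydroperoxide measured by Fe-xylenol orange, 573/405 nm absorbance ratio.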
RGS4 inhibitor: Inhibitors of Regulator of G Protein Signaling (RGS) 4: qHTS; Regulator of G-protein signaling 4 (Homo sapiens), P49798; Transcreener GDP fluorescence polarization, RGS4-accelerated GTP hydrolysis; Potency, µM (doses to about 114 µM), inactives show top-dose activity change, negative = inhibition, most hits filed as inhibitors; actives 0.039% (n = 390,000); also: potency is read from the fitted curve at half-maximal effect; % is scaled to controls: 0 for no effect and ±100 for the full control effect; nearly all actives have a fitted effect of over 75% in size; some results filed as inactive show a strong effect at the top dose
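MLSMR compounds (23 nl, pin-transferred) preincubated 10 min at room temperature with a 500nM (2x) first reagent, then RGS4 at 900nM (2x) plus Transcreener GDP mix added; fluorescence polarization (620/688 nm) read before and after 90 min at 30 °C.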
Pol eta inh: qHTS for Inhibitors of Polymerase Eta. recombinant Pol eta, fluorescent DNA replication assay. AID 588591, 2011. Potency, µM (top dose mostly 114 µM), inactives show top-dose activity change, negative = inhibition, most hits filed as inhibitors. actives 1.2% (n = 390,000); also: potency is read from the fitted curve at half-maximal effect; % is scaled to controls: 0 for no effect and ±100 for the full control effect
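Pol eta (10 nM) was preincubated with compounds for 15 min at room temperature, after which fluorescent replication substrate (50 nM final) was added to start the reaction. Fluorescence was read kinetically at 0 and 10 min.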
LDHA block: qHTS assay for inhibitors of human lactate dehydrogenase; L-lactate dehydrogenase A chain (Homo sapiens), P00338; AID 1347041, 2019; activity change, % (values are at about 110 or 230 µM); purified LDHA, NADH/diaphorase-resazurin fluorescence; active compounds read low; actives 0.15% (n = 480,000); in the data active = activity change below about -30%; inconclusive = mostly about -25% to -30%;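 also: plate controls were DMSO wells for no effect and wells without enzyme for full effect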
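Remaining NADH was detected by diaphorase (0.133 mg/mL) converting 37 µM resazurin to fluorescent resorufin, read at 0 and 20 minutes. The preceding 5-minute room-temperature reaction used 2 nM LDHA, 0.2 mM sodium pyruvate and 0.06 mM NADH at pH 7.4.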
POLK inh: qHTS for Inhibitors of Polymerase Kappa | purified Pol kappa, fluorescent DNA synthesis assay, 10 min | Potency, µM (titrated, usually from 107 µM), inactives show top-dose activity, negative = inhibition, usual class: inhibitors | actives 0.53% (n = 400,000) | AID 588579, 2011; also: potency is read from the fitted curve at half-maximal effect; % is scaled to controls: 0 for no effect and ±100 for the full control effect
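Enzyme at 10 nM met test compounds for 15 min at room temperature. Substrate addition (50 nM final) began the reaction, which was monitored by fluorescence at 0 and 10 min.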
ERG-DNA inh: qHTS for Small Molecule Inhibitors of the ERG Ets/DNA interaction; Transcriptional regulator ERG (Homo sapiens), P11308; fluorescence polarization, His-ERG Ets domain / labelled DNA; Potency, µM (top dose mostly 76.9 µM), for inactives: at the highest dose FP activity, negative = inhibition, actives largely listed as inhibitors; actives 0.028% (n = 370,000); AID 624246, 2012; active = well fitted inhibition curve with a large enough effect in the polarisation, with a control signal flat; inconclusive = small, poorly fitted or top-dose-only effect, or effect the other way, or a change in a side signal; inactive = no such curve, though single readings can be large or run the other way; the % refers to the polarisation;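 also: polarization taken with two DNA probes labelled with fluorescein and Texas red; potency is read from the fitted curve at half-maximal effect; % of control where 0% means no effect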
Target sequence (P11308 whole entry, looked up, the tested form may be a part): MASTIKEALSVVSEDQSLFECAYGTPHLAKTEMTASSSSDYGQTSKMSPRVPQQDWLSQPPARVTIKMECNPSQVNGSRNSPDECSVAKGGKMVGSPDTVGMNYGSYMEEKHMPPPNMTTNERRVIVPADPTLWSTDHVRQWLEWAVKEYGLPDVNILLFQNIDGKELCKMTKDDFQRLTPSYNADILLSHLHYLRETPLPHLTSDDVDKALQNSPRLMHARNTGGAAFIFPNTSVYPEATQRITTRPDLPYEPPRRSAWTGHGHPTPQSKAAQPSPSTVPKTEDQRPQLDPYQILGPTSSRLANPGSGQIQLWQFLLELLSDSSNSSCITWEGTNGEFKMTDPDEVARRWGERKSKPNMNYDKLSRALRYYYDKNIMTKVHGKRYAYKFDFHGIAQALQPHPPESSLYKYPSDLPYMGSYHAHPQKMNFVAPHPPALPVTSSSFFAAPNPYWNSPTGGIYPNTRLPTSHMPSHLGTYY
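His-tagged ERG Ets domain (1 uM in the protein solution; 300mM KCl, 50mM Tris-HCl, 1mM EDTA, 1mM DTT, pH 7.5) received compound, then a probe mix of 5 nM fluorescein-DNA and 100nM Texas-615-DNA. Fluorescence polarization was read for both dyes.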
Starred values were filed as active, the others as inactive; & = joins results of further samples; [ ] = another dose, or the depositor's remark. Unless noted, calls follow the shape of the dose curve; as a rule, active = well fitted curve in the direction sought with a large enough effect; inconclusive = small, poorly fitted or top-dose-only effect, or another doubt; inactive = no such curve, though single readings can be large; an effect the other way counts as inactive or inconclusive. An excerpt, so the mix of outcomes need not match the whole.

How did CC(=O)c1cccc(NC(=O)CN(C)S(=O)(=O)c2ccc3c(c2)CCC(=O)N3)c1 do in these assays?
POLB inh: -11.8%; Apoferritin bind: -5.7%; APE1 inh: 10.7%; RGS4 inhibitor: 10.5%; Pol eta inh: 1.7%; LDHA block: 2.2; POLK inh: 1.2%; ERG-DNA inh: 18.2%

What do the screens show for `COC(=O)c1cc2c(=O)c3ccccc3oc2nc1/C=C/N(C)C`?
POLB inh: inconclusive; Apoferritin bind: -4.6%; APE1 inh: 20.8%; ALOX12 inh: 2.4%; RGS4 inhibitor: -15.5%; Pol eta inh: inconclusive; LDHA block: 1.7; POLK inh: -42.4%; ERG-DNA inh: 49.2%[activator]

Results for CC(C)(C)c1cc(C(=O)NCc2ccccc2)ccn1 ?
POLB inh: -1.9%; Apoferritin bind: -11.8%; APE1 inh: -8.3%; ALOX12 inh: 11.5%; RGS4 inhibitor: -40.8%; Pol eta inh: -10.4%; LDHA block: 2.1; POLK inh: 6.5%; ERG-DNA inh: -3.2%

Results for CCOC(=O)C1CCCN(c2cc(=O)n(Cc3ccc(F)cc3)c(=O)[nH]2)C1 (centres undefined) ?
POLB inh: -0.2%; Apoferritin bind: -17.9%; APE1 inh: -4.5%; ALOX12 inh: -12.2%; RGS4 inhibitor: -17.8%; Pol eta inh: 7.2%; LDHA block: 2.8; POLK inh: -0.2%

How did CNc1nc(N)c([N+](=O)[O-])c(Nc2cccc(Cl)c2)n1 do in these assays?
POLB inh: -17.1%; Apoferritin bind: -5.1%; APE1 inh: 0.8%; ALOX12 inh: 0.0%; RGS4 inhibitor: 6.3%; Pol eta inh: -10.5%; LDHA block: -12.2; POLK inh: -9.8%; ERG-DNA inh: -5.2%

How did CC(C#N)Sc1nnc(Nc2ccccc2)s1 (centres undefined) do in these assays?
POLB inh: -14.2%; Apoferritin bind: -8.5%; APE1 inh: -1.7%; ALOX12 inh: inconclusive; RGS4 inhibitor: -6.1%; Pol eta inh: -9.7%; LDHA block: -3.8&-3.6; POLK inh: -16.4%; ERG-DNA inh: 12.2%

Results for O=C(COC(=O)c1cc[n+]([O-])cc1)NC(=O)c1ccc(OC(F)F)cc1 ?
APE1 inh: 9.0%; ALOX12 inh: 2.6%; RGS4 inhibitor: -17.4%; Pol eta inh: -11.6%; LDHA block: -1.4; POLK inh: -24.0%; ERG-DNA inh: -0.9%

How did CCCCn1c(N)c(N(CCC(C)C)C(=O)C2CCCC2)c(=O)[nH]c1=O do in these assays?
APE1 inh: -9.6%; ALOX12 inh: 6.6%; RGS4 inhibitor: -10.2%; Pol eta inh: -5.7%; LDHA block: 1.4; POLK inh: 9.9%; ERG-DNA inh: -9.6%

Results for COc1ccc(Cl)cc1S(=O)(=O)N1CCN=C1C ?
POLB inh: 12.1%; Apoferritin bind: -3.9%; APE1 inh: -2.3%; ALOX12 inh: 9.2%; RGS4 inhibitor: -7.1%; Pol eta inh: -7.8%; LDHA block: 2.4; POLK inh: 12.4%; ERG-DNA inh: 3.1%

Results for CC(=O)c1cccc(NC(=O)CCNS(=O)(=O)c2cccc3nsnc23)c1 ?
POLB inh: 24.8%; Apoferritin bind: -12.4%; APE1 inh: 7.3%; ALOX12 inh: 0.0%; RGS4 inhibitor: -1.8%; Pol eta inh: -2.1%; LDHA block: -2.0; POLK inh: -3.6%; ERG-DNA inh: -5.8%

What do the screens show for `Cc1ccc2oc(=O)n(CCOc3ccccc3)c2c1`?
POLB inh: 5.1%; Apoferritin bind: 6.2%; APE1 inh: 0.5%; ALOX12 inh: 6.6%; RGS4 inhibitor: -13.9%; Pol eta inh: -19.3%; LDHA block: 1.4; POLK inh: -0.8%; ERG-DNA inh: 4.8%

How did O=C(COC(=O)C1CCCCC1)NCCc1ccccc1 do in these assays?
POLB inh: 33.1%; Apoferritin bind: -6.4%; APE1 inh: 13.2%; ALOX12 inh: -12.4%; RGS4 inhibitor: -1.7%; Pol eta inh: -17.1%; LDHA block: -2.0; POLK inh: -0.5%; ERG-DNA inh: -10.0%

How did CCNC(=O)c1c(NC(=O)Cc2coc3cc(C)cc(C)c23)sc2c1CCCC2 do in these assays?
POLB inh: 9.1%; Apoferritin bind: -4.9%; ALOX12 inh: 0.1%; RGS4 inhibitor: -11.2%; Pol eta inh: -19.0%; LDHA block: -1.6; POLK inh: 14.7%; ERG-DNA inh: 2.5%

How did COc1ccc(-c2nn(C)c3sc(C(=O)N4CCOCC4)cc23)cc1OC do in these assays?
POLB inh: -1.2%; Apoferritin bind: 0.3%; APE1 inh: -3.5%; ALOX12 inh: 0.0%; RGS4 inhibitor: -11.8%; Pol eta inh: -1.1%; LDHA block: 2.0; POLK inh: -19.5%; ERG-DNA inh: -1.0%

Results for COc1ccc(NS(=O)(=O)c2ccc(F)cc2F)cn1 ?
POLB inh: 54.6%; Apoferritin bind: -9.7%; APE1 inh: 5.6%; ALOX12 inh: -10.7%; RGS4 inhibitor: 9.2%; Pol eta inh: 7.2%; LDHA block: -2.3; POLK inh: -2.7%; ERG-DNA inh: 11.5%

What do the screens show for `C/C(=N\NC(=O)c1cc(C)oc1C)c1ccc(N2CCOCC2)cc1`?
POLB inh: 1.3%; Apoferritin bind: -6.4%; APE1 inh: -2.4%; ALOX12 inh: 0.0%; RGS4 inhibitor: -21.1%; Pol eta inh: -12.0%; LDHA block: -2.2; POLK inh: 1.1%; ERG-DNA inh: 8.2%

What do the screens show for `CN(CCOc1ccc(Cl)cc1)C(=O)c1cccc(S(=O)(=O)N2CCN(c3ccc(F)cc3)CC2)c1`?
RGS4 inhibitor: -6.5%; Pol eta inh: -22.8%; LDHA block: -4.4; POLK inh: -4.9%; ERG-DNA inh: 14.3%

How did CN(C)S(=O)(=O)c1ccc(NC(=O)CN2C(=O)NC(Cc3ccccc3)C2=O)cc1 (centres undefined) do in these assays?
APE1 inh: 0.2%; ALOX12 inh: 2.5%; RGS4 inhibitor: 8.0%; Pol eta inh: -8.6%; LDHA block: -9.0; POLK inh: 1.6%; ERG-DNA inh: 2.6%

What do the screens show for `NC(=O)c1ncn([C@@H]2O[C@H](CNCc3cnc(N4CCOCC4)nc3)[C@@H](O)[C@H]2O)n1`?
ALOX12 inh: -3.7%; RGS4 inhibitor: -10.4%; Pol eta inh: -15.9%; LDHA block: 2.0; POLK inh: 8.8%; ERG-DNA inh: -8.9%

Results for Cc1noc(C)c1COc1ccccc1C(=O)N(C)Cc1ccc(F)cc1 ?
APE1 inh: 13.9%; ALOX12 inh: 14.7%; RGS4 inhibitor: -7.1%; Pol eta inh: -22.6%; LDHA block: -6.1; POLK inh: -20.5%; ERG-DNA inh: 2.3%

How did Cc1c(CCC(=O)NCCc2ccccc2F)c(=O)oc2cc(O)ccc12 do in these assays?
POLB inh: 26.8%; Apoferritin bind: 336.3%[activator]; ALOX12 inh: inconclusive; RGS4 inhibitor: 12.2%; Pol eta inh: -14.7%; LDHA block: -11.2&-14.7; POLK inh: 3.2%; ERG-DNA inh: -3.5%

What do the screens show for `COc1ccc(C)cc1S(=O)(=O)N1CCCC(C(=O)NCc2ccccn2)C1` (centres undefined)?
POLB inh: 6.1%; Apoferritin bind: -9.3%; APE1 inh: 12.7%; ALOX12 inh: 0.0%; RGS4 inhibitor: -4.6%; Pol eta inh: -24.5%; LDHA block: -7.1; POLK inh: -4.4%; ERG-DNA inh: -10.1%

Results for Cc1cccc(/C(N)=N/OC(=O)c2ccoc2C)c1 ?
POLB inh: 4.7%; Apoferritin bind: -0.3%; APE1 inh: -3.5%; ALOX12 inh: -1.1%; RGS4 inhibitor: -6.3%; Pol eta inh: -14.3%; LDHA block: 1.3; POLK inh: 1.3%; ERG-DNA inh: 1.6%

How did CC(C)COc1ccc(Cc2cnc(N)nc2N)cc1 do in these assays?
POLB inh: 7.3%; Apoferritin bind: -21.8%; APE1 inh: 12.5%; ALOX12 inh: -5.0%; RGS4 inhibitor: 7.7%; Pol eta inh: -17.1%; LDHA block: -6.1; POLK inh: 2.4%; ERG-DNA inh: -0.1%

What do the screens show for `C=CCn1c(SCC(N)=O)nc(C)cc1=O`?
POLB inh: 20.6%; Apoferritin bind: 8.4%; APE1 inh: -2.7%; ALOX12 inh: 0.0%; RGS4 inhibitor: 4.1%[11.4 µM]; Pol eta inh: -17.4%; LDHA block: -7.3; POLK inh: -6.4%; ERG-DNA inh: 3.0%
